High-throughput results: PubChem BioAssay, several laboratories
APP 5'UTR act – activates APP 5'UTR luciferase reporter. 190,000 compounds, 1% hits. AID 1276. activation, % at 2 µM. SH-SY5Y APP 5'UTR luciferase reporter, luminescence; zero percent = DMSO vehicle wells;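 active = activation above a set limit, based on mean plus 3 SD of controls, cut at about 140% in these data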; note: values of inactives mirror those of a sister screen read the other way
STAT3 inh – STAT3 signaling inhibition. inhibition, % at 5.5 µM. 190,000 compounds, 0.89% hits. U3A cells, IL-6 STAT3-luciferase reporter, luminescence; host cell line lacks STAT1. AID 862;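 active = inhibition above the mean inhibition across all screened compounds plus 3 SD, cut at about 44% in these data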;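 note: 0% = DMSO only wells and 100% = 100 µM nifuroxazide control wells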
NF-kB neuron act – compounds increasing NF-kB expression in human neuronal cells; 190,000 compounds, 1.6% hits; NF-kB reporter expression; hits give high values; fold change at 12.5 µM; in the data active = fold change above about 3.3
STAT1 inh – STAT1 signaling inhibition; AID 920; inhibition, % at 5.5 µM; NIH 3T3 STAT1-luciferase reporter, IFN-gamma, luminescence; 200,000 compounds, 0.35% hits;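 active = inhibition above a set limit, the mean inhibition across all tested compounds plus 3 SD, cut at about 34% in these data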;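 note: 0% = IFN-gamma with DMSO and 100% = IFN-gamma with 300 µM nifuroxazide; values of inactives mirror those of a sister screen read the other way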
Hsp70 act – transcriptional activators of Hsp70 | AID 1203 | activation, % at 10 µM | 200,000 compounds, 0.04% hits | HeLa Hsp70 promoter luciferase reporter, luminescence; scaled: vehicle 0, proteasome-inhibitor control 100%;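 active = activation above the mean across all tested compounds plus 3 SD, cutoff set per campaign, cut at about 5.5% in these data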;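 note: 100% = MG132 at 30 µM as the positive control and 0% = DMSO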
APP transl inh – APP translation inhibition | SH-SY5Y APP 5'UTR-luciferase reporter, luminescence | inhibition, % at 2 µM | 190,000 compounds, 0.82% hits;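 active = inhibition above a set limit, derived from the sample mean plus 3 SD, cut at about 45% in these data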; note: values of inactives mirror those of a sister screen read the other way
RAM network inh – blocks the yeast RAM network. S. cerevisiae dse1pr::URA3 reporter, 5-FOA growth OD615, 2 d; analog-sensitive cbk1-as2 kinase mutant strain. inhibition, % at 50 µM. 190,000 compounds, 1.8% hits. AID 868;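 active = inhibition above a set limit, 3 SD over mean compound inhibition, cut at about 8.4% in these data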;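 note: 0% = DMSO-only wells with no growth and 100% = 10 µM 1-NA-PP1 full growth; inhibition rescues growth on 5-FOA so higher OD means more RAM inhibition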
STAT1 act – increases IFN-gamma driven STAT1 reporter signal; activation (% of control), % at 5.5 µM; 200,000 compounds, 2.6% hits; NIH 3T3 STAT1-luciferase reporter, luminescence; 100% = IFN-gamma alone, no compound;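 active = activation above the screen-wide mean activation plus 3 SD, cut at about 130% in these data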;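 note: raw ratio to IFN-gamma control signal so 100% means no change and 0% no light; values of inactives mirror those of a sister screen read the other way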
FLuc inh counter – Photinus pyralis luciferase inhibition counter-screen. P08659. ATPLite firefly luciferase biochemical luminescence, 10 min. inhibition, % at 10 µM. 200,000 compounds, 1.5% hits. AID 1006;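 active = inhibition above about 50% when tested at 10 µM, limit read from the data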
Target sequence (P08659 whole entry, looked up): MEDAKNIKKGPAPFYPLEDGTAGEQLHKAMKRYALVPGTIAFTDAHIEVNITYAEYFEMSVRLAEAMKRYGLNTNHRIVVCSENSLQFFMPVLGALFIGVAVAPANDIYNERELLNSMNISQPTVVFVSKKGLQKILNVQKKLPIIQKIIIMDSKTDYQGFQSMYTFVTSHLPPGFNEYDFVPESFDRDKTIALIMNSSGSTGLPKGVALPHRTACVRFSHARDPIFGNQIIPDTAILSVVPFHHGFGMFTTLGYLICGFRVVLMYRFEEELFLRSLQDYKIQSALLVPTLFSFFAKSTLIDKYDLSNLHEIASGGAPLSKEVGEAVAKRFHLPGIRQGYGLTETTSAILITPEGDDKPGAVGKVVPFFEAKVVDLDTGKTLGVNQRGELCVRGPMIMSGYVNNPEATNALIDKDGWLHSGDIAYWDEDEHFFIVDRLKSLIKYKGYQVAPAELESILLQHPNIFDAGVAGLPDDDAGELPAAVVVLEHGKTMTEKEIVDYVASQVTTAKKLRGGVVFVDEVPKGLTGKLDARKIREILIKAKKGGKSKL
STAT3 act – activators of IL-6 induced STAT3 signaling | U3A cells, IL-6 STAT3-luciferase reporter, luminescence; 100% = signal with IL-6 EC80 alone | activation (% of control), % at 5.6 µM | 190,000 compounds, 0.91% hits;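 active = activation above the screen-wide mean of compound activation plus 3 SD, cut at about 130% in these data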;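 note: 0% = background luminescence of wells with medium and substrate only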
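Material: STAT3-luciferase reporter U3A cells. Controls: IL-6-treated wells, 100% activation. Read-out: % activation versus median of IL-6-stimulated wells. Probe or stimulus: IL-6 stimulus at 33 ng/mL final. Timing: compound 1 h, then IL-6 6 h at 37 °C. Signal: reporter luminescence signal.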
Numbers without * were called inactive; nt = not tested or not shown. Not a hit list; about 7.7% have a hit in one of these screens.

Molecule	APP 5'UTR act	STAT3 inh	NF-kB neuron act	STAT1 inh	Hsp70 act	APP transl inh	RAM network inh	STAT1 act	FLuc inh counter	STAT3 act
COc1cc(/C=C2/C(=O)ON=C2C)ccc1OCc1cccc(F)c1	31	1	1.7	-32	0.5	-31	1.6	128	13	109
Cc1c(CCO)c(=O)oc2n[nH]c(-c3ccccc3)c12	9	4	0.99	3	-0.1	-9	1.6	97	-4	103
CCOC(=O)NCC(C#CCN(CC)CC)N(CC)CC (stereo unspecified)	8	12	1	-3	-0.2	-8	1.5	102	-9	98
COc1cc(CN2CCN(C(=O)CC(C)C)CC2)cc(OC)c1O	5	5	0.97	9	-0.2	-5	0.6	93	-4	100
COc1ccc(NC(=O)N2CCN(c3cccc(C(F)(F)F)c3)CC2)cc1OC	7	24	0.99	11	-0.2	-7	5.5	90	4	84
C=CCN(c1ccc(Cl)cc1)S(=O)(=O)c1cccc(C(=O)OCC(=O)N(C)C)c1	11	13	1.2	2	-0.3	-11	-0.3	97	-2	94
Cc1cc2occ(CC(=O)O)c2cc1C	19	1	1.8	0	-0.3	-19	0.1	101	-3	105
O=C(CSc1nnc(CNc2ccc(F)cc2)n1CC1CCCO1)Nc1ccccc1 (stereo unspecified)	1	2	1.3	5	-0.3	-1	1.6	95	-4	101
Cc1cc(C)c(NC(=O)CSc2nc3ccc(NC(=O)CSc4nnnn4-c4ccccc4)cc3s2)c(C)c1	5	-4	1.4	-5	-0.2	-5	1.5	104	-1	111
CC(=O)Nc1c(S(=O)(=O)c2ccccc2)c2nc3ccccc3nc2n1Cc1ccccc1	1	14	1	8	-0.4	-1	2.1	93	-5	97
CCCS(=O)(=O)N1CCN(CCCc2ccccc2)CC1	-5	9	1.1	10	-0.3	5	2.7	91	-6	95
O=C(Nc1cc2cccc([N+](=O)[O-])c2oc1=O)c1cccs1	-19	1	0.88	-19	-0.2	19	3.2	115	-2	100
CC(OC(=O)c1cc(S(=O)(=O)Nc2ccc(F)cc2)ccc1Cl)C(=O)Nc1ccc2c(c1)OCCO2 (stereo unspecified)	-12	8	1.1	-3	-0.3	12	3.0	102	-7	97
COc1ccc(NC(=O)/C(=C\c2ccncc2)NC(=O)c2ccccc2)cc1	-9	2	1.1	-3	-0.2	9	1.1	102	-4	106
COc1cccc(Cn2nnc3c(=O)[nH]c(C4CCCN(C(=O)c5ccccc5Cl)C4)nc32)c1 (stereo unspecified)	-5	0	1.6	6	-0.3	5	1.9	95	-2	104
c1ccc(CCN(Cc2ccccc2)C2CCN(C3CCCC3)CC2)cc1	7	8	0.83	4	0.1	-7	1.0	96	-5	103
O=c1c2ccccc2nc2n1CC/C2=C/N1CCN(c2cccc(C(F)(F)F)c2)CC1	-5	-26	1.1	17	-0.1	5	-0.7	85	-4	130
O=C(C1=C[C@H](c2ccccc2)C[C@H](OCc2ccc(CO)cc2)O1)N1CCCCCCC1	8	nt	0.98	5	0.1	-8	0.2	96	3	nt
O=C(Nc1nc2ccccc2s1)c1cc(-c2ccccc2)nn1-c1ccccc1	-3	-17	1.4	-5	-0.1	3	3.8	104	-2	112
Cc1nc2ccccc2c(=O)n1NC(=O)c1c(O)c2c(n(CC(C)C)c1=O)CCCC2	-10	-11	0.81	-5	-0.2	10	6.3	104	-7	113
CC1C/C(=C/c2ccccn2)C(=O)/C(=C/c2ccccn2)C1 (stereo unspecified)	-98	56*	0.15	-142	314*	98*	4.7	235*	-4	53
O=C1Cc2ccccc2Sc2ccc(Cl)cc21	8	7	1.3	6	-0.2	-8	9.6*	95	-4	96
CCC/C(=N/NC(=O)c1cccc(Cl)c1)c1ccccc1	8	-10	1.1	-26	-0.2	-8	1.7	123	-3	109
COc1ccc(NC(=O)CNC(=O)c2cccs2)cc1Cl	5	19	1.1	-7	-0.1	-5	1.6	104	-1	87
CC(C)Cn1c2ccccc2c2cc(C(=O)O)ccc21	10	8	1.1	-5	-0.1	-10	3.4	104	-2	99
C/C(=C\C(=O)c1ccc(Br)cc1)NCc1ccc(C)cc1	5	4	0.97	-7	-0.4	-5	1.7	102	-7	97
CC1=C(C(=O)OCC(C)C)C23C(=O)c4ccccc4C2(O1)OC(N)=C3C#N (stereo unspecified)	17	-3	1	5	-0.2	-17	2.4	96	-5	106
Cc1ccnc(NC(=O)CCCOc2ccccc2)c1	-8	13	1	1	-0.4	8	0.5	100	0	91
CC(=O)NC12CC3CC(C1)CC(C(=O)OCC(=O)Nc1ncc(Cl)c(C)c1Cl)(C3)C2	9	6	1.1	-10	-0.3	-9	1.2	108	-8	99
COc1ccc(NC(=O)Cn2nnc(-c3ccccc3NC(=O)C3CC3)n2)cc1	-9	9	0.99	4	-0.1	9	1.2	97	-2	98
Cc1cccc(NC(=O)Cn2cnc3c(oc4ccccc43)c2=O)c1C	4	5	1.3	-6	-0.2	-4	1.8	106	-1	103
Cc1cc(C)c(C#N)c(SCC(=O)NC2CC2)n1	0	14	1.2	5	-0.5	0	5.0	95	-6	93
CC1C/C(=N/Nc2ccc([N+](=O)[O-])cc2[N+](=O)[O-])CC(C)(C)C1 (stereo unspecified)	20	-1	1.3	-5	-0.4	-20	1.6	105	0	103
CC(C)c1onc(C(=O)Nc2cccc(O)c2)c1[N+](=O)[O-]	21	2	1.7	-4	-0.2	-21	0.6	102	10	100
CCc1cc(CNC(=O)CC2C(=O)NCCN2Cc2cccc(OC)c2)on1 (stereo unspecified)	-1	5	1.1	-2	0.3	1	3.5	100	-1	99
N#Cc1cc(-c2ccccc2)oc1/N=C/c1ccccc1O	-15	-2	1.4	-4	0.0	15	-0.6	103	0	104
O=C(O)c1cnn2cc(-c3[nH]ncc3[N+](=O)[O-])cnc12	-1	-6	1.1	-4	-0.4	1	0.8	104	0	101
CC(C)(C)OC(=O)NCCCC(CCCNC(=O)OC(C)(C)C)C(=O)O	-7	2	1.3	1	-0.2	6	1.6	99	-4	101
CN(C)S(=O)(=O)c1cc(NC(=O)COC(=O)CCSc2ccc(Cl)cc2)ccc1Cl	16	1	1.2	8	-0.2	-16	5.7	93	-1	103
CCc1ccc(OCC(=O)N/N=C(\C)c2ccc(OC(F)F)cc2)cc1	22	12	1.3	0	-0.4	-22	1.7	100	2	92
O=c1[nH]c(-c2ccc(F)cc2)nc2c1sc(=S)n2-c1ccccc1	-15	4	0.86	5	-0.1	14	1.1	95	-7	96
CCOC(=O)C(CCCCOc1ccc([N+](=O)[O-])cc1)C(=O)OCC	-22	4	1.2	-8	-0.3	22	-0.8	107	-6	97
COc1ccc(CC(NC(C)=O)C(=O)N2CCN(C(=O)Nc3cccc(F)c3)CC2)cc1OC (stereo unspecified)	22	6	1.2	-11	-0.2	-22	-0.2	108	-5	99
CSCCC(C(=O)N1C[C@]2(C)C[C@H]1CC(C)(C)C2)N1C(=O)c2ccccc2C1=O (stereo partly specified)	6	6	0.74	6	-0.4	-6	0.4	94	-2	98
COc1ccccc1Nc1cc(C(=O)NCCCN2CCOCC2)c2ccccc2n1	-6	-6	0.77	6	-0.3	6	1.5	95	0	110
Cn1c(=O)n(CC(=O)O)c(=O)c2c1nc1n2CCS1	11	4	1	-12	-0.2	-11	-1.2	111	-9	100
CC(=O)c1ccc(N2CCN(c3ncc(C(F)(F)F)cc3Cl)CC2)cc1	25	23	0.86	14	0.0	-25	2.5	87	-6	84
CN(/N=C/c1cc([N+](=O)[O-])ccc1O)c1ccccc1	19	9	1.3	0	-0.2	-19	3.4	100	3	93
CCCCn1c(-c2ccc([N+](=O)[O-])cc2)n[nH]c1=S	-1	2	1.3	-7	-0.2	2	0.5	106	0	99
CCN(CC)S(=O)(=O)c1ccc2c(c1)nc(CCC(=O)OCC(=O)N1CCc3ccccc31)n2C	3	-5	0.85	-4	-0.4	-3	6.6	104	0	107
CC(NC(=O)CN1CCC(C(N)=O)CC1)c1ccccc1 (stereo unspecified)	6	7	1.2	-4	0.5	-6	0.1	104	-4	97
Cc1ccc(-c2[nH]nc3c2C(c2ccccc2OC(=O)N2CCOCC2)C(C#N)=C(N)O3)cc1 (stereo unspecified)	6	-1	1.1	6	-0.1	-6	1.9	95	-8	104
CCn1cc(CN(C)S(=O)(=O)c2ccc3ccccc3c2)c(C)n1	9	36	1	14	-0.5	-9	0.5	87	-4	71
CCOC(=O)c1c(C)[nH]c(C)c1C(=O)COC(=O)c1cccc(S(=O)(=O)NC)c1	-7	2	0.81	-12	-0.1	7	-0.8	111	-9	100
CC(=O)Nc1ccc(NC(=O)[C@@H]2CCCC[C@@H]2C(=O)O)cc1	-10	3	nt	-9	-0.1	10	1.9	108	-10	103
Cc1ccc(NC(=O)C2CC(=O)n3ncnc3N2)cc1 (stereo unspecified)	-7	-1	1.3	5	-0.3	7	0.1	95	-3	106
COc1ccc(OC(=O)c2ccc3nsnc3c2)cc1	-15	0	1.2	7	-0.3	15	-1.1	94	33	100
CCC12CCCN3CCC4(C(=C(C(=O)OC)C1)Nc1ccccc14)C32 (stereo unspecified)	36	23	1.4	14	0.3	-36	0.5	87	-8	83
O=C(CSc1nnnn1C1CCCC1)N1CCOCC1	23	3	1.2	-7	-0.2	-23	-0.4	106	-3	103
CCOc1ccc(C2C(C#N)=C(C)NC3=C2C(=O)c2ccccc23)cc1 (stereo unspecified)	-1	16	0.8	-2	-0.4	0	3.8	102	0	85

Full records, quoted from the list. Order of values: APP 5'UTR act | STAT3 inh | NF-kB neuron act | STAT1 inh | Hsp70 act | APP transl inh | RAM network inh | STAT1 act | FLuc inh counter | STAT3 act
`CC(C)Cn1c2ccccc2c2cc(C(=O)O)ccc21` in the list: 10 | 8 | 1.1 | -5 | -0.1 | -10 | 3.4 | 104 | -2 | 99
`CC(C)c1onc(C(=O)Nc2cccc(O)c2)c1[N+](=O)[O-]` in the list: 21 | 2 | 1.7 | -4 | -0.2 | -21 | 0.6 | 102 | 10 | 100

Next results.
Molecule	APP 5'UTR act	STAT3 inh	NF-kB neuron act	STAT1 inh	Hsp70 act	APP transl inh	RAM network inh	STAT1 act	FLuc inh counter	STAT3 act
O=Cc1ccc2cccnc2n1	-1	-49	0.88	-7	0.1	1	1.1	106	-2	148*
Cc1c(C(=O)O)oc2c1/C(=N\O)CC(C)(C)C2	-1	-3	1	-8	-0.1	1	0.0	107	-2	103
COc1ccccc1C1CC(c2cccs2)=Nc2ccccc2S1 (stereo unspecified)	146*	-34	1.8	-13	0.4	-146	1.4	112	-5	133*
CCCC(=O)NC(=S)Nc1ccc(CN2CCOCC2)cc1	23	1	1.3	-8	0.7	-22	1.8	106	-3	105
CC(C)COCC(O)CC(Cc1ccccc1)C(=O)NN (stereo unspecified)	4	-2	1.2	2	-0.4	-4	2.8	98	-2	107
CC1CCCN(c2ccc3nc4ccccc4c(=O)n3n2)C1 (stereo unspecified)	175*	76*	2.1	51*	-0.1	-175	-0.4	51	94*	38
CN1CCN(C(=S)NC(=O)/C=C/c2cccc3ccccc23)CC1	-4	9	0.9	9	-0.2	4	-1.4	92	-6	92
